# Screening results from PubChem BioAssay.
# EBNA-1 inh: blocks EBNA-1 binding to DNA; 0.34% of 300,000 active; EBNA-1 DNA binding, fluorescence polarization; inhibition, % at 14.8 µM; in the data active = inhibition above about 28%
# PAD4 FP inh: blocks human protein arginine deiminase 4. 0.41% of 330,000 active. Q9UM07. recombinant PAD4, RCA probe fluorescence polarization. AID 485272. inhibition, % at 6.36 µM;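 active = percent inhibition above a cutoff equal to the mean of all tested compounds plus 3 SD, cut at about 15% in these data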;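 note: 0% = PAD4 with RCA probe and DMSO and 100% = probe without PAD4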
# Target sequence (Q9UM07 whole entry, looked up): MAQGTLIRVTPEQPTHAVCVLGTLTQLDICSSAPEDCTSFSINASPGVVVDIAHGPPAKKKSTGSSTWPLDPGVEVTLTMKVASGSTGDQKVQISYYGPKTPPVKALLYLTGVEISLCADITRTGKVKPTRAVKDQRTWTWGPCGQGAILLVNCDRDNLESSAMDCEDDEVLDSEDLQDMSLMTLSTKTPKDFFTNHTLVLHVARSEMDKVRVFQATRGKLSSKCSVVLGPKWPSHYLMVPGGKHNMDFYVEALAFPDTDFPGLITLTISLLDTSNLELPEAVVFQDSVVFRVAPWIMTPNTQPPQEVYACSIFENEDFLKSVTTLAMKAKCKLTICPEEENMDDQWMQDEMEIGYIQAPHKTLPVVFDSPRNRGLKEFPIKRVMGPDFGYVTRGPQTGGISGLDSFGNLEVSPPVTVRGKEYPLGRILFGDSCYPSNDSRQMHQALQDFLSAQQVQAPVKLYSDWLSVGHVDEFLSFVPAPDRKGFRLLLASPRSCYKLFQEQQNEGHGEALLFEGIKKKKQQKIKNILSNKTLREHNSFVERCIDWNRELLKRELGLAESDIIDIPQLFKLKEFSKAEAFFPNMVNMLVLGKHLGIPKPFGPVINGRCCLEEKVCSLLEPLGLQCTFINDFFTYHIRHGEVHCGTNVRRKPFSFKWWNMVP
# LYPLA2 counter: counter-screen for PME1 inhibitors: inhibitors of human LYPLA2; recombinant LYPLA2, FP-Rh probe fluorescence polarization; O95372; inhibition, % at 5.9 µM; 0.38% of 320,000 active;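 active = inhibition above the screen-wide mean plus 3 SD, limit set per campaign, cut at about 26% in these data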;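 note: 0% = LYPLA2 with DMSO and 100% = wells lacking LYPLA2 enzyme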
# GSTO1 counter: blocks human GSTO1 in RBBP9 counter-screen. AID 1974. 1.1% of 300,000 active. inhibition, % at 5.96 µM. recombinant GSTO1, activity-based probe fluorescence polarization. P78417;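 active = inhibition above the campaign mean inhibition plus 3 SD, cut at about 35% in these data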;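 note: 0% = GSTO1-1 with DMSO and 100% = wells lacking GSTO1-1 enzyme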
# PAFAH2 FP inh: inhibitors of human PAFAH2; Q99487; recombinant PAFAH2, FP-rhodamine activity probe, fluorescence polarization; inhibition, % at 3.39 µM; 0.99% of 340,000 active; AID 492956;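 active = inhibition above the mean over all tested compounds plus 3 SD, cut at about 30% in these data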;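 note: inhibitors block probe labeling of enzyme so polarization drops; 0% = enzyme with DMSO and 100% = wells lacking PAFAH2 protein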
# PREPL inhibitor: inhibitors of human prolyl oligopeptidase-like enzyme PREPL. Q4J6C6. recombinant PREPL, fluorescence polarization activity-based probe. inhibition, % at 5.96 µM. 0.68% of 320,000 active; in the data active = inhibition above about 43%;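 note: 0% = enzyme with DMSO and 100% = wells lacking enzyme; many of its hits are not listed in these tables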
# LYPLA1 counter: blocks human lysophospholipase 1, a PME1 counter-screen; 0.16% of 320,000 active; AID 2174; inhibition, % at 5.9 µM; recombinant LYPLA1, FP-Rh probe fluorescence polarization; O75608;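 active = inhibition above the mean of all tested compounds plus 3 SD, set per campaign, cut at about 14% in these data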;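 note: inhibitors block serine hydrolase probe labeling of LYPLA1 so polarization falls; 0% = enzyme with DMSO and 100% = wells lacking LYPLA1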
# PAFAH1B3 inh: blocks human PAF acetylhydrolase 1B catalytic subunit 3 | inhibition, % at 3.39 µM | Q15102 | recombinant PAFAH1B3, FP-rhodamine probe, fluorescence polarization | 0.28% of 340,000 active | AID 492972;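 active = inhibition above the screen-wide average of all tested compounds plus 3 SD, cut at about 25% in these data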;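 note: 0% = enzyme with DMSO only and 100% = wells lacking PAFAH1B3 protein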
# Target sequence (Q15102 whole entry, looked up): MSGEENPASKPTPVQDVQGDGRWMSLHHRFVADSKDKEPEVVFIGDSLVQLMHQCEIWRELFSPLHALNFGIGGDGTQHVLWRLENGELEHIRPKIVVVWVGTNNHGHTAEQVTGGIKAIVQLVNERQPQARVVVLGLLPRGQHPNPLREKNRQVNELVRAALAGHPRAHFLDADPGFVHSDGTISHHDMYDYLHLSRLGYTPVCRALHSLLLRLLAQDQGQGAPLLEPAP
# ZTA counter: counter-screen for EBNA-1 inhibitors: inhibitors of Epstein-Barr virus ZTA. inhibition, % at 11 µM. P03206. 0.15% of 320,000 active. ZTA-DNA binding, fluorescence polarization; in the data active = inhibition above about 33%
# The depositor's hits bear a star; nt = not tested or not shown; + = active, no number. The list is partial, so the mix of outcomes need not match the whole.
SMILES	EBNA-1 inh	PAD4 FP inh	LYPLA2 counter	GSTO1 counter	PAFAH2 FP inh	PREPL inhibitor	LYPLA1 counter	PAFAH1B3 inh	ZTA counter
CCOC(=O)C1(Cc2ccccc2C)CCCN(C(=O)c2sccc2C)C1 (stereo not drawn)	-4	-1	-1	-2	-6	10	2	7	6
CCc1nc(N)c(C#N)c(-c2cccnc2)c1C	-2	3	3	2	1	-7	4	5	-12
Cc1nccn1CC(O)COc1ccc(Cl)cc1Cl (stereo not drawn)	13	-8	4	3	-6	10	2	4	7
Cc1cc(C)c2c(c1)cc(C)c1nnc(SCC(=O)Nc3ccccc3N3CCOCC3)n12	6	-1	-3	3	-5	15	3	3	4
Cc1ccc(CC2SC(N=C(N)N)=NC2=O)cc1 (stereo not drawn)	-15	1	-5	-2	-1	4	-6	0	-1
COc1ccc(/C=N\NC(=O)c2ccc(Cn3cc(Br)c([N+](=O)[O-])n3)o2)c(OC)c1C	18	-3	-11	-7	-17	-3	-6	-2	2
CCCCNC(=S)N/N=C/c1ccc(C#N)cc1	-8	1	0	-2	nt	17	-2	nt	-5
CCN1C(=O)CC(N2CCN(CC(=O)NC(C)C)CC2)C1=O (stereo not drawn)	-5	-2	-3	-8	-4	11	2	4	-12
Cc1ccc(-c2noc(CCCC(=O)NC3CCCCC3)n2)cc1	-10	6	-5	3	5	8	-6	5	-10
O=C1c2cccc3cccc(c23)C(=O)N1OS(=O)(=O)c1ccc(Br)cc1	7	-1	1	1	23	-1	2	5	-4
COc1ccc(-c2nc(CN3CCC(C(=O)N4CCOCC4)CC3)c(C)o2)c(OC)c1	-5	-1	-5	4	-2	10	-2	2	6
COc1ccc(Cl)cc1NC(=O)CN(C)CC(=O)Nc1c(C)n(C)n(-c2ccccc2)c1=O	nt	-1	3	nt	0	19	3	4	-7

# Reprinted at random: three entries already listed
SMILES	EBNA-1 inh	PAD4 FP inh	LYPLA2 counter	GSTO1 counter	PAFAH2 FP inh	PREPL inhibitor	LYPLA1 counter	PAFAH1B3 inh	ZTA counter
Cc1cc(C)c2c(c1)cc(C)c1nnc(SCC(=O)Nc3ccccc3N3CCOCC3)n12	6	-1	-3	3	-5	15	3	3	4
O=C1c2cccc3cccc(c23)C(=O)N1OS(=O)(=O)c1ccc(Br)cc1	7	-1	1	1	23	-1	2	5	-4
Cc1ccc(CC2SC(N=C(N)N)=NC2=O)cc1 (stereo not drawn)	-15	1	-5	-2	-1	4	-6	0	-1

# The results go on.
SMILES	EBNA-1 inh	PAD4 FP inh	LYPLA2 counter	GSTO1 counter	PAFAH2 FP inh	PREPL inhibitor	LYPLA1 counter	PAFAH1B3 inh	ZTA counter
O=C(COc1ccc(Cl)cc1Cl)N/N=C/CCc1ccccc1	15	-2	-2	12	11	-13	-3	9	13
OC(CNCc1ccncc1)c1ccccc1 (stereo not drawn)	8	-5	-3	4	-1	9	1	9	-12
CCc1nc2nc(C)c(NS(=O)(=O)c3ccc(Cl)s3)c(=O)n2[nH]1	-7	0	4	-15	11	3	0	1	-13
CCOc1ccc(S(=O)(=O)N(CC(=O)Nc2cccnc2)c2ccc(F)cc2)cc1	3	-2	-7	0	-3	-8	-1	3	8
COc1ccc(O)c(C(=O)c2cnn(-c3ccccc3)c2)c1	-10	-1	-1	13	-1	-10	-4	0	-10
Cc1ccc(C(=O)N/C(=C/c2cccs2)C(=O)NCCCn2ccnc2)cc1	7	2	2	3	-2	6	0	1	13
COc1ccc(C(=O)N2CCN=C2SC)cc1	-1	-6	3	-12	3	18	4	-4	2
O=C(COc1ccc(Cl)cc1Cl)NC(=S)Nc1ccc(CN2CCOCC2)cc1	-11	-3	-3	6	nt	6	-6	nt	12
CCOC(=O)C1(C)NC(c2cccc(C)c2)C2C(=O)N(c3ccccc3)C(=O)C21 (stereo not drawn)	-8	-5	1	13	2	2	1	10	+
Cc1ccc(Cn2ncc3c(N4CCN(C5CCCC5)CC4)ncnc32)cc1	1	-1	2	6	1	-3	-3	0	-9
CC1(c2ccc(Cl)cc2Cl)NC(=O)N(CC(=O)NC2CCCCC2)C1=O (stereo not drawn)	nt	-3	1	nt	5	7	-2	1	7
COP(=O)(OC)c1nc(-c2cccc3ccccc23)oc1NCc1ccccc1	1	0	8	9	5	2	3	3	-5
COc1cccc(CNC(=O)CN(C)S(=O)(=O)c2ccc3c(c2)c(=O)n(C)c(=O)n3C)c1	-10	-1	2	8	-1	5	2	5	5
O=C(NCc1ccc2c(c1)OCO2)C1CCCN1C(=O)Nc1ccccc1 (stereo not drawn)	1	4	-1	10	-2	5	0	6	-10
COc1ccc(CCC(=O)Nc2nc3ccccc3[nH]2)cc1OC	-2	1	1	6	-5	-9	1	10	4
CC1CC(C)CN(Cc2nc3c(c(=O)n(C)c(=O)n3C)n2CCN2CCOCC2)C1 (stereo not drawn)	-23	-2	0	-10	-3	3	-3	13	4
Cc1cccc(Cn2c(N3CCN(C)CC3)nc3c2c(=O)n(C)c(=O)n3C)c1	13	-3	0	3	1	33	0	4	-5
COCCNC(=S)Nc1ccc2[nH]c(=O)[nH]c2c1	2	0	3	-10	-6	0	2	1	12
OCC(O)CSc1nc(-c2ccccc2)nc2c1CCC2 (stereo not drawn)	6	-3	2	5	-1	-3	-1	3	6
O=C(COc1ccc(-c2ccccc2)cc1)N/N=C/c1cc(O)ccc1Br	3	0	-52	-22	-62	-4	-33	-60	-20
C/C(=N\Nc1ccc(C#N)cc1[N+](=O)[O-])c1ccc(O)cc1	5	-2	3	3	1	16	0	8	22
Cc1c(C(=O)O)[nH]c2c1C(=O)CC(c1ccc(Cl)cc1)C2 (stereo not drawn)	9	1	5	1	6	3	0	1	-16
O=C(C1CC(=O)N(c2ccc(Cl)cc2)C1)N1CCN(Cc2ccc3c(c2)OCO3)CC1 (stereo not drawn)	6	-5	9	10	-1	26	4	5	-6
CCn1ccnc1CN(C)Cc1cn[nH]c1-c1ccc(F)cc1F	0	-1	-1	-3	-2	18	-3	0	-4
O=C(CCCOc1ccccc1)NNC(=O)c1ccc(Cl)cc1	nt	-2	nt	nt	6	-9	nt	3	nt
CC(=O)Nc1cccc(C(=O)OCc2ccc([N+](=O)[O-])cc2)c1	-4	-1	8	-1	19	5	2	-3	-19
CCOCCCNC(=O)c1cc(-c2cccnc2)nc2ccc(S(=O)(=O)N3CCC(C)CC3)cc12	-4	0	2	13	9	11	-1	10	-22
COc1cccc(C(=O)OCC(=O)NC(C)CCc2ccccc2)c1O (stereo not drawn)	-5	0	-6	4	6	-17	3	14	0
CC(C)(C)c1cc(C(=O)NCCCn2ccnc2)cc(C(C)(C)C)c1	13	1	-2	8	3	11	2	0	4
COc1ccccc1-c1c(C(F)(F)F)oc2c(CN(C)C)c(O)ccc2c1=O	-18	0	0	4	0	1	-7	2	-20
CC(=O)Oc1ccc(C2OC(=O)c3ccccc3N2C(C)=O)cc1 (stereo not drawn)	12	-3	6	10	0	8	4	15	14
COC(=O)c1ccsc1NS(=O)(=O)c1ccccc1	5	6	3	11	0	5	0	5	23
O=C(COC(=O)c1cncc(Br)c1)NCc1ccco1	-10	0	8	1	9	14	3	1	-11
CCCN(C(=O)c1cccc(-n2cccc2)c1)c1c(N)n(Cc2ccccc2)c(=O)[nH]c1=O	8	0	9	11	17	12	1	9	8
O=C(N/N=C\C=C\c1ccc2c(c1)OCO2)C1COc2cc3ccccc3cc2O1 (stereo not drawn)	13	-7	-31	-16	-1	1	-25	-4	9
CN(C)S(=O)(=O)c1ccc(C(=O)Nc2nnc(SCC(=O)NCC3CCCO3)s2)cc1 (stereo not drawn)	12	-3	4	-1	-5	6	3	0	-5
CC1CCC2(CC1)NC(=O)N(CC(=O)Nc1ccc3c(c1)OCCO3)C2=O (stereo not drawn)	0	-6	-3	5	3	-4	-3	10	16
CN(C)/C=C/C(=O)c1cnc(-c2cccc(Cl)c2)s1	14	-2	-5	-5	-2	-19	0	5	18
CC[C@@]1(O)C(=O)OCc2c1cc1n(c2=O)Cc2cc3c(CN(C)C)c(O)ccc3nc2-1	-5	1	6	6	8	9	0	0	8
CN(CC(=O)Nc1ccc(S(N)(=O)=O)cc1)C1CCCCC1	-7	3	-1	4	4	-5	-3	8	-10
CCOC(=O)C1(Cc2ccccc2)CCN(Cc2cccc3c2OCO3)CC1	-8	-3	1	5	-1	-6	1	1	-10
CCOc1ccccc1C(=O)NCC(=O)OCCCOC(=O)CNC(=O)c1ccccc1OCC	-12	0	6	-1	12	-4	4	4	-15
COc1ccc(S(=O)(=O)N2CCCC2CNC(=O)C(=O)NCc2ccccc2)cc1 (stereo not drawn)	7	-1	-5	6	2	-4	-4	8	6
CCCCc1ccc(NC(=O)CSc2nc(=O)n3cc(C)ccc3n2)cc1	-1	3	4	-6	-1	-4	-2	1	18
C=CCN=c1scc(-c2ccc(F)cc2)n1/N=C/c1ccccn1	0	-1	6	2	-4	29	11	6	5
COc1cccc(C(=O)CSc2nnc(CNc3nc(-c4ccccc4)cs3)n2C)c1	-20	-4	5	15	1	7	0	-1	-1
S=c1[nH]c2cc(Cl)c3cccnc3c2o1	-6	-4	2	16	5	-8	0	19	1
O=C1CCC(C(=O)Nc2cccc(S(=O)(=O)N3CCOCC3)c2)N1 (stereo not drawn)	3	-5	6	-3	-8	-1	-2	5	6
O=C(N/N=C/c1ccncc1)c1cccs1	9	1	-6	-13	0	-9	1	2	8
CSc1nnc(C(C)(C)C)c(=O)n1/N=C/c1c(O)ccc2ccccc12	19	1	1	3	0	6	-5	-4	-11
Oc1ccc(-c2cc(-c3ccc(O)cc3)nc(-c3ccccc3)n2)cc1	18	-3	-57	-4	-25	-2	-39	-13	3
CC(C)Cc1csc(NC(=O)c2ccccc2Cl)c1C(=O)O	2	-6	1	-67	5	11	-2	2	-1
O=C(NCc1ccco1)c1cc([N+](=O)[O-])cc([N+](=O)[O-])c1	-5	-1	-6	4	2	-3	1	15	-9
C/C(=N\NC(=O)c1ccc(CN2CCOCC2)cc1)c1ccc([N+](=O)[O-])cc1	7	-2	12	-1	4	6	0	2	-4
C[C@H]1C(=O)N(C)CCN1C(=O)c1ccccc1OC1CCN(S(C)(=O)=O)CC1	-9	13	-7	-1	1	6	-5	13	0
CCCn1c(SCC(=O)Nc2ccccc2C(=O)NC2CC2)n[nH]c1=O	nt	6	4	nt	1	9	2	4	-3
O=C(/C(C=Nc1cccc(C(F)(F)F)c1)=C(/O)c1ccco1)C(F)(F)F	7	4	-5	1	5	-2	-2	4	-1
CCOc1ccccc1Oc1coc2cc(OC(=O)c3ccco3)ccc2c1=O	8	3	1	1	4	20	1	6	8
O=C(OCc1ccc(Cl)cc1)c1ccccc1C(=O)c1ccccc1	4	-1	4	0	2	4	6	-2	-3
CCCCN1C(=O)/C(=C2/Sc3ccccc3N2C)S/C1=N\c1ncn[nH]1	-2	0	-6	10	2	2	2	4	26

# More entries:
SMILES	EBNA-1 inh	PAD4 FP inh	LYPLA2 counter	GSTO1 counter	PAFAH2 FP inh	PREPL inhibitor	LYPLA1 counter	PAFAH1B3 inh	ZTA counter
CCC1CCCCN1CCCNC(=O)c1ccc2nc(N3CCC(C)CC3)sc2c1 (stereo not drawn)	-4	-2	-1	0	-2	15	-2	-2	7
O=C(Cc1cccs1)Nc1nnc(COc2ccccc2)s1	9	3	3	6	8	2	-1	-5	3
COC(=O)c1cn(C(=O)c2ccccc2)c2ccccc12	5	0	0	5	5	15	-4	4	-17
Cc1ccc(SCCN2CCN(C)CC2)cc1	5	-3	2	-1	-5	-7	0	2	-2
COCCCN(C(=O)c1ccco1)c1nc(-c2cc(OC)ccc2OC)cs1	-13	-5	-2	-4	2	17	-3	6	15
